# High-throughput results: PubChem BioAssay, several laboratories
# STAT1 act: STAT1 signaling activation; NIH 3T3 STAT1-luciferase reporter, IFN-gamma, luminescence; 100% = IFN-gamma alone, no compound; activation (% of control), % at 5.5 µM; 200,000 tested, 2.6% active;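 active = activation above the screen-wide mean activation plus 3 SD, cut at about 130% in these data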;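 also: raw ratio to IFN-gamma control signal so 100% means no change and 0% no light; values of inactives mirror those of a sister screen read the other way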
# ROMK primary: human ROMK K+ channel modulation, primary screen; AID 1918; P48048; B-score at 10 µM; Tet-inducible ROMK, thallium flux fluorescence; actives lie on both sides; 130,000 tested, 2% active;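 active = signal ratio slope over the read window, or its plate-corrected B-score, at least 3 SD from the plate mean, either direction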;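 also: B-score of the F/F0 ratio slope over 7 to 12 s after thallium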
# Target sequence (P48048 whole entry, looked up): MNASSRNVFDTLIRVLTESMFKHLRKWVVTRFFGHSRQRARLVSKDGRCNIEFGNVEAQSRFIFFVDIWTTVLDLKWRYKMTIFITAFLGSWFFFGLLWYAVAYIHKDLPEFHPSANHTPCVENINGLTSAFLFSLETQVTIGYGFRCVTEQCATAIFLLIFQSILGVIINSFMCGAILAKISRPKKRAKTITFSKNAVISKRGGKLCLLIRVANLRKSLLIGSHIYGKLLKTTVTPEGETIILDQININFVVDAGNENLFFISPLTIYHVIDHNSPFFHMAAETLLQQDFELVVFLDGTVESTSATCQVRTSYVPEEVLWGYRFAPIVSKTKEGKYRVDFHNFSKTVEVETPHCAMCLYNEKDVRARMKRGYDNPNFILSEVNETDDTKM
# STAT3 blocker: STAT3 signaling inhibition; U3A cells, IL-6 STAT3-luciferase reporter, luminescence; host cell line lacks STAT1; AID 862; inhibition, % at 5.5 µM; 190,000 tested, 0.89% active;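 active = inhibition above the mean inhibition across all screened compounds plus 3 SD, cut at about 44% in these data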;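 also: 0% = DMSO only wells and 100% = 100 µM nifuroxazide control wells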
# APP 5'UTR act: APP 5'UTR luciferase reporter activation; SH-SY5Y APP 5'UTR luciferase reporter, luminescence; zero percent = DMSO vehicle wells; activation, % at 2 µM; 190,000 tested, 1% active;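 active = activation above a set limit, based on mean plus 3 SD of controls, cut at about 140% in these data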; also: values of inactives mirror those of a sister screen read the other way
# APP 5UTR inh: APP translation inhibition | SH-SY5Y APP 5'UTR-luciferase reporter, luminescence | inhibition, % at 2 µM | 190,000 tested, 0.82% active;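 active = inhibition above a set limit, derived from the sample mean plus 3 SD, cut at about 45% in these data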; also: values of inactives mirror those of a sister screen read the other way
# FLuc stim CS: affects firefly luciferase, flagging false hits in luciferase stimulation screens; ATPlite luciferase biochemical, luminescence, 10 min; 0 = ATP-free wells, 1 = DMSO control; activation factor at 10 µM; 200,000 tested, under 10 active;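 active = luciferase activation factor, scaled between plate controls, of at least 2 with compound at 10 µM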
# Target sequence (P08659 whole entry, looked up): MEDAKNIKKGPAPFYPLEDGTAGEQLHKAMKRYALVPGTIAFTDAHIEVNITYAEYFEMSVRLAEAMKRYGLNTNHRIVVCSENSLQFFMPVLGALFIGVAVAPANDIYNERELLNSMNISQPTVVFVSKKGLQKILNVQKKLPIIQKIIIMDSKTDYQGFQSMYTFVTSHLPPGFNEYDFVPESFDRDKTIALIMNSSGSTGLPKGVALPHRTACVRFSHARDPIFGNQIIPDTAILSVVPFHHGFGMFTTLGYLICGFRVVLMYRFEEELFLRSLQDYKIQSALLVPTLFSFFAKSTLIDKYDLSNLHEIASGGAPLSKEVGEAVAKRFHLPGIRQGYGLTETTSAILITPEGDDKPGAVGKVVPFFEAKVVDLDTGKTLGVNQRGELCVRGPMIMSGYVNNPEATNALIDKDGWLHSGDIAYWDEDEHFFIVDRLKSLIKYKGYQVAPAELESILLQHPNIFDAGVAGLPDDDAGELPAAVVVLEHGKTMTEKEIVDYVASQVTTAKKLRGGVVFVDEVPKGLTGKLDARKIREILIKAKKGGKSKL
#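 System: cell-free luciferase reagent; medium: PBS as buffer for the ATP substrate; doses: test compounds dosed from 2 mM stocks in 100% DMSO; incubation: 10 min, room temperature; measured by: luminescence from luciferase reaction; read-out: luciferase activation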
# NF-kB neuron act: compounds increasing NF-kB expression in human neuronal cells; NF-kB reporter expression; hits give high values; fold change at 12.5 µM; 190,000 tested, 1.6% active; AID 1239; in the data active = fold change above about 3.3
# FLuc inh counter: Photinus pyralis luciferase inhibition counter-screen; 200,000 tested, 1.5% active; ATPLite firefly luciferase biochemical luminescence, 10 min; inhibition, % at 10 µM; P08659; AID 1006;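 active = inhibition above about 50% when tested at 10 µM, limit read from the data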
# STAT1 inh: reduces IFN-gamma driven STAT1 reporter signal; NIH 3T3 STAT1-luciferase reporter, luminescence; inhibition, % at 5.5 µM; 200,000 tested, 0.35% active; AID 920;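 active = inhibition above a set limit, the mean inhibition across all tested compounds plus 3 SD, cut at about 34% in these data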;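 also: 0% = IFN-gamma with DMSO and 100% = IFN-gamma with 300 µM nifuroxazide; values of inactives mirror those of a sister screen read the other way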
# STAT3 activator: activators of IL-6 induced STAT3 signaling | activation (% of control), % at 5.6 µM | 190,000 tested, 0.91% active | U3A cells, IL-6 STAT3-luciferase reporter, luminescence; 100% = signal with IL-6 EC80 alone;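 active = activation above the screen-wide mean of compound activation plus 3 SD, cut at about 130% in these data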;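 also: 0% = background luminescence of wells with medium and substrate only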
#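 Test system: STAT3-luciferase reporter U3A cells; Detection: reporter luminescence signal; Times: 1 h compound pre-exposure, 6 h IL-6 stimulation, 37 °C; Benchmarks: IL-6-only high control; Also added: IL-6 stimulus at 33 ng/mL final.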
# Starred values were filed as active, the others as inactive; nt = no result given.
SMILES,STAT1 act,ROMK primary,STAT3 blocker,APP 5'UTR act,APP 5UTR inh,FLuc stim CS,NF-kB neuron act,FLuc inh counter,STAT1 inh,STAT3 activator
O=C(CNC(=O)c1ccc(Br)o1)Nc1cccc(-c2cnc3ccccc3n2)c1,96,nt,26,5,-5,0.9,0.95,5,5,82
COc1nn(CC(=O)N2N=C(C(F)F)CC2(O)C(F)F)cc1[N+](=O)[O-] (stereo unspecified),107,0.78,0,-3,3,1.1,1.1,-7,-5,103
CCn1c2ccc(CC(=O)O)cc2c2cc(CC(=O)O)ccc21,95,0.64,11,33,-33,1.1,1.1,-10,3,94
O=C(N/N=C\c1ccc(-c2ccc(Cl)c(Cl)c2)o1)C(=O)N1CCCC1,107,nt,24,7,-7,1,1.2,-1,-8,87
CC(NC(=O)Cc1cccs1)c1ccc2c(c1)OCO2 (stereo unspecified),99,nt,-3,19,-19,1.1,0.98,-9,2,104
Cc1onc(-c2ccccc2)c1C(=O)N/N=C/c1cc(Br)c(Br)o1,105,-2.6,13,-9,9,1.1,0.95,-7,-5,90
COc1cc2c(cc1NC(=O)c1ccc3c(c1)OCO3)oc1ccccc12,121,-0.89,-18,24,-24,1,2.7,-2,-23,118
Cc1cc(C)nc(NC(N)=NC(C)c2ccccc2)n1 (stereo unspecified),86,-0.67,2,12,-12,1.1,0.59,-7,15,100
CS(=O)(=O)NN1C(=O)c2ccccc2NC1c1cccc2cccnc12 (stereo unspecified),113,0.12,9,5,-4,1,1.1,-3,-15,95
O=C(NC1CC1)c1ccc(CSCc2cccc(F)c2)o1,102,nt,15,20,-20,1,0.96,-2,-2,94
COc1ccc(OC)c(-n2c(CNC3CCN(Cc4ccccc4)CC3)nc3ccccc3c2=O)c1,97,nt,11,-7,8,1.1,1.1,-11,6,91
COc1ccccc1-c1cc(C(=O)N/N=C/c2sccc2C)c2ccccc2n1,94,-0.22,12,-5,5,1,0.67,-2,6,95
CC(O)c1n(C)c(Cl)c[n+]1C (stereo unspecified),99,-0.79,17,-8,8,1.1,0.91,-10,1,92
CC(/C=N\NC(=O)c1cc(C)oc1C)=C\c1ccccc1,125,1.1,-4,33,-33,0.2,1.5,76*,-28,101
CCN(CC)C1CCN(C(=O)CCc2nnc(CCc3ccccc3)o2)C1 (stereo unspecified),107,nt,5,-18,18,1,nt,1,-9,100
CC(C)(C)NC(=O)NC(=O)Cn1cc(C(F)(F)F)ccc1=O,95,0.086,-4,-6,6,1,1.2,-4,5,108
COC(=O)c1[nH]c2ccc(C)cc2c1NC(=O)CN1CCN(Cc2ccccc2)CC1,103,nt,5,2,-2,1,0.52,-1,-3,99
CC(=O)Nc1ccc(NC(=O)CSc2nnc3ccc(-c4ccc(F)cc4)nn23)cc1,100,0.49,27,-21,21,1,1,-5,-1,81
Fc1ccc(-c2nnc(CN3CCN(c4ncc(C(F)(F)F)cc4Cl)CC3)o2)cc1,99,nt,0,-3,3,1,1.1,0,1,99
CCOCC(=O)Nc1nnc(C2CCCCC2)s1,127,1.3,8,44,-44,1,2,2,-38,96
CCCn1c(SCC(=O)Nc2ccc(Cl)cc2)n[nH]c1=O,97,-0.074,4,-10,10,1,1.3,-3,5,101
O=C(NC1CC1)C1=COCCO1,104,-0.45,-5,-11,11,1.1,1.1,-5,-4,111
O=C(Nc1cc(Sc2nc3ccccc3s2)cc([N+](=O)[O-])c1)c1ccccc1,107,nt,-2,-16,16,1.1,0.93,-13,-7,101
Cc1ccccc1NC(=O)C(=O)N/N=C/c1cccc(Br)c1,96,0.33,20,1,-1,1.1,1.4,-11,3,84
Cc1nnc(SCc2ccc(Cl)cc2)nc1/C=C/N(C)C,97,-1.2,16,-11,11,1,1.2,3,3,90
CCCCSc1nc(N)c(C#N)c(-c2cccs2)c1C#N,103,-0.45,22,2,-2,1.1,1.3,-6,-4,86
O=C1c2ccccc2C(=O)N1CCCCn1c(=O)oc2ccccc21,102,nt,5,-5,5,1.1,1.2,-6,-3,101
COc1ccccc1CNC(=O)CCSCc1cccc(Cl)c1,102,nt,-6,-21,22,1,1,-2,-2,105
N#CCC(=O)Nc1ccc(C(=O)OCC(=O)Nc2ccccc2-c2ccccc2)cc1,88,-0.92,13,-24,24,1.1,0.8,-6,12,92
Cc1ccc(C)c(CSc2ncccc2C(=O)O)c1,89,0.91,5,-9,9,1,1,-4,12,99
O=C(CSc1nncs1)NCc1ccc2c(c1)OCO2,102,0.85,10,-10,10,1,nt,0,-2,98
COc1ccccc1N1CCN(C(CNS(C)(=O)=O)c2cccnc2)CC1 (stereo unspecified),96,0.53,-4,3,-3,1.1,1.2,-5,4,108
Brc1cc2c(cc1COc1ccc(-c3nn[nH]n3)cc1)OCO2,107,-0.24,3,-2,2,1,1.6,2,-7,100
CC(C)CC(=O)NC(=S)Nc1ccc(Cl)cn1,123,-0.44,13,55,-56,1,2.1,-2,-26,92
CNc1nc(SC(C)C(=O)Nc2ccc(Cl)c(Cl)c2)nc(N2CCOCC2)n1 (stereo unspecified),106,0.35,6,-21,21,1,1.2,-3,-6,102
O=C(Nc1ccc(Cl)cc1)NC1CCCc2ccccc21 (stereo unspecified),101,nt,-13,5,-5,1,0.95,-4,-1,111
Cc1cc(C(=O)OCC(=O)NCCC(C)C)c2ccccc2n1,95,nt,9,8,-8,1,0.87,0,5,95
COc1ccc(C(=O)NNC(=O)CSc2nnc(-c3cccnc3)n2C)cc1,106,0.0081,-1,6,-6,1,0.93,-4,-7,104
C=CCNC(=O)c1cccc(Br)c1,102,nt,-16,-3,2,1,1.1,-4,-2,120
CCN1CCCC1CN(Cc1cc2ccc(C)c(C)c2[nH]c1=O)C(=O)Nc1ccccc1OC (stereo unspecified),96,nt,-7,-7,7,1,1.3,2,4,111
CC(C)(O)C(=O)NNC(=S)Nc1cccc(C(F)(F)F)c1,105,1,2,-4,4,1.1,1,-6,-8,104
COc1cc2c(cc1OC)-c1cc(NC3CCCC3)nc(=O)n1CC2,89,0.54,13,1,-1,1.1,1.2,-6,12,92
O=S(=O)(c1ccc(F)cc1)N1CCC2(CC1)OCCO2,105,0.084,1,-4,4,1,1.1,-3,-9,103
O=C(NCCCN1CCN(c2ccccc2F)CC1)Nc1ccccc1[N+](=O)[O-],94,-0.14,15,29,-29,1,0.87,-1,6,89
CCOC(=O)c1c(NC(=O)c2cccs2)sc2c1CC(C)(C)OC2,96,nt,13,15,-15,1.1,0.64,-5,6,93
O=C(CSc1nc2ccc(Cl)cc2[nH]1)NC1CCCc2ccccc21 (stereo unspecified),97,-0.36,4,0,0,1.1,1.2,-8,3,96
CN1Cc2c(N3CCOCC3)nc(SCc3ccccc3)c(C#N)c2CC1(C)C,93,nt,-10,6,-6,1,1.3,2,7,111
Fc1cccc(Cl)c1Cc1noc(/C=C/c2ccccc2)n1,121,nt,12,48,-48,1,1.6,0,-23,99
CCCCC(Nc1ncnc2ccccc12)C(=O)O (stereo unspecified),103,nt,0,3,-3,1.1,0.99,-6,-3,107
CC(C)C(NC(=O)CN(c1cccc(F)c1)S(C)(=O)=O)C(C)C,103,nt,4,-11,11,1.1,0.99,-10,-3,97
Cc1cc(C)nc(NS(=O)(=O)c2ccccc2)n1,88,0.86,3,13,-13,1,1.1,-1,13,99
O=C(NC1=NCCS1)c1ccccc1OCc1ccc(F)cc1,97,-0.1,9,17,-17,1.1,1.3,-8,3,97
Cc1ccc(OCc2nnc(SCc3nc4ccccc4[nH]3)n2Cc2ccco2)cc1,73,-2.1,33,5,-5,1.1,0.63,-8,30,78
CC1(C)C([N+](=O)[O-])C(c2ccc(O)cc2)NC(c2ccc(O)cc2)C1[N+](=O)[O-] (stereo unspecified),102,0.074,3,-16,16,1,0.79,-5,-3,102
Cc1cccc(C(=O)Oc2ccccc2/C=N/NC(=O)c2ccc(NC(=O)C(C)(C)C)cc2)c1,100,-0.66,11,11,-11,1.1,1.4,-6,0,91
CCOC(=O)N1CCN(C(=O)C2CCN(S(=O)(=O)c3ccc(C)cc3)CC2)CC1,93,nt,3,9,-9,1,1.4,0,6,98
CCC1CSC(Nc2ccc(C(=O)/C=C/c3ccc(Br)cc3)cc2)=N1 (stereo unspecified),92,0.001,4,4,-4,1,1.2,-2,9,99
CCCCOC(=O)c1ccc(Nc2ncnc3nc[nH]c23)cc1,103,nt,4,29,-29,1,1.5,4,-2,96
O=C(Nc1nnc(C2CC2)s1)c1ccco1,124,0.39,-2,10,-10,0.9,1.7,10,-26,109
O=C(OCc1cc(=O)n2c(n1)sc1ccccc12)c1cccc(O)c1,99,0.11,1,27,-27,1,1.5,3,3,97

# Additional compounds:
SMILES,STAT1 act,ROMK primary,STAT3 blocker,APP 5'UTR act,APP 5UTR inh,FLuc stim CS,NF-kB neuron act,FLuc inh counter,STAT1 inh,STAT3 activator
CCOc1ccc(OCc2ccc(C(=O)O)o2)cc1,93,nt,35,82,-82,0.9,3.2,9,7,76
CC(C)(C)c1nc(S(=O)(=O)c2ccc(Cl)cc2)c(N2CCOCC2)o1,99,-0.35,-3,nt,nt,1,1,2,1,103
Cc1ccc(NC2=CC(=O)OC(C)C2)cc1 (stereo unspecified),101,-0.24,8,7,-7,1,0.93,0,-1,96
CCOC(=O)Nc1cccc(OCC(=O)Nc2ccc(OC)cc2OC)c1,103,-0.42,12,7,-7,nt,0.83,nt,-3,94
O=C(O)CCc1ccc(-c2ccc(F)cc2)n1Cc1ccco1,90,nt,-5,14,-14,1.2,0.95,-20,10,104
COc1cccc(NC(=O)OCCN2CCN(Cc3ccccc3)CCC2=O)c1,104,-1,-2,-5,5,1.1,1.1,-9,-5,99
Cc1ccc(NC(=O)CCn2nnc3ccccc32)cc1,130*,-0.15,6,20,-20,1.1,2.2,-5,-32,97
COc1ccc(C(=O)Nc2nccs2)cc1[N+](=O)[O-],112,nt,16,5,-5,1,1.5,2,-14,85
O=C1CC(c2c(F)cccc2Cl)C2=C(COC2=O)N1 (stereo unspecified),104,nt,-5,-1,1,1.1,2,-6,-5,109
CN(c1cccc(NC(=O)c2ccc(N(C)S(=O)(=O)c3ccccc3)cc2)c1)S(C)(=O)=O,86,nt,23,16,-16,1.1,0.57,-6,13,86
O=c1c2nnn(-c3ccc(Cl)cc3)c2ncn1Cc1ccccn1,102,nt,2,16,-16,1,nt,3,-4,102
CC1CCCC(C)N1CCNC(=O)Cn1nc(-c2ccccc2)ccc1=O (stereo unspecified),96,nt,14,nt,nt,1,0.85,-2,4,93

# Ordered by length of the SMILES (lowest first): some entries from above.
SMILES,STAT1 act,ROMK primary,STAT3 blocker,APP 5'UTR act,APP 5UTR inh,FLuc stim CS,NF-kB neuron act,FLuc inh counter,STAT1 inh,STAT3 activator
O=C1CC(c2c(F)cccc2Cl)C2=C(COC2=O)N1 (stereo unspecified),104,nt,-5,-1,1,1.1,2,-6,-5,109
O=C(O)CCc1ccc(-c2ccc(F)cc2)n1Cc1ccco1,90,nt,-5,14,-14,1.2,0.95,-20,10,104
O=c1c2nnn(-c3ccc(Cl)cc3)c2ncn1Cc1ccccn1,102,nt,2,16,-16,1,nt,3,-4,102
COc1cccc(NC(=O)OCCN2CCN(Cc3ccccc3)CCC2=O)c1,104,-1,-2,-5,5,1.1,1.1,-9,-5,99
CN(c1cccc(NC(=O)c2ccc(N(C)S(=O)(=O)c3ccccc3)cc2)c1)S(C)(=O)=O,86,nt,23,16,-16,1.1,0.57,-6,13,86
